# Pf Dd2 inh – blocks in vitro growth of P. falciparum Dd2. P. falciparum Dd2 growth, SYBR Green, 72 h. Potency, µM (top dose mostly 28.9 µM), inactives show at the highest dose activity, negative = inhibition, hits mostly inhibitors. 120,000 tested, 4.3% active. AID 1347417; active = well fitted inhibition curve with a large enough effect; inconclusive = small, poorly fitted or top-dose-only effect; inactive = no such curve, though single readings can be large or run the other way;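 also: plate controls were DMSO vehicle for no effect and reference drug for full effect; nearly all actives have a fitted effect of over 65% in size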
#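 Readout: SYBR Green fluorescence, 485 nm excitation, 535 nm emission, after ~16 h lysis at 37C. Before that, Dd2-infected red cells (2.5% hematocrit) grew 72 h with compound, 29 uM top final concentration.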
# Starred values were filed as active, the others as inactive; i = inactive; ? = inconclusive; [ ] = remark or other dose. Potency is read from the fitted curve at half-maximal effect. These rows are one share of the data, so the mix of outcomes need not match the whole.
SMILES,Pf Dd2 inh
O=C(NCC1Cn2cccc2C(=O)N1Cc1ccccc1)c1cccc2nccnc12 (stereo unspecified),?
COc1ccc(C(=O)N2CCC(N3CC(OC)C34CCOCC4)CC2)c(OC)c1 (stereo unspecified),-9.6%
COc1ccc(CNC(=O)C(CC(C)C)NS(=O)(=O)c2ccc3c(c2)oc(=O)n3C)cc1 (stereo unspecified),46.0%[activator]
Cc1ccoc1C(=O)N1C[C@@H](COCC2CC2)[C@H](c2ccncc2)C1,?
CCOc1ccc(NC(=O)N(C)CC2CCOCC2)cc1,i
COc1ccc(OC)c(CNC(=O)COc2ccc(NC(=O)C3CC3)cn2)c1,?
CN(C)S(=O)(=O)N1CCCC(C(=O)Nc2cccc(-n3cccn3)c2)C1 (stereo unspecified),-24.5%
Cc1noc(C)c1S(=O)(=O)N1[C@H]2CC[C@@H]1c1cnc(-c3ccccc3)nc1C2,-3.0%
Cc1ccc(OC(=O)CSc2nnc(-c3ccc4c(c3)OCO4)o2)c(C)c1,46.9%[activator]
Cc1cc(COc2ccccc2)oc1C(=O)N1C[C@@H]2CCN(C)[C@@H]2C1,?
CCOC(=O)c1cc(-c2ccccc2)n(CCC(=O)Nc2cc(C)cc(C)c2)c1C,3.16µM*
Cc1nc2c(c(C)c1CCC(=O)NCc1ccc(F)cc1)c(=O)n(C)c(=O)n2C,17.4%
CCN(C(=O)CN(C)S(=O)(=O)c1ccc2c(c1)c(=O)n(C)c(=O)n2C)c1ccc(OC)cc1,-27.5%
CC1=C[C@@H](CNS(=O)(=O)c2cccc(F)c2)[C@H](C(C)C)C[C@H]1CC(=O)O,?
O=C(c1ccc(F)cc1)N1CCC(c2nc3ccccc3o2)CC1,12.6%
Cc1ccc(NC(=O)CN2c3ccccc3S(=O)(=O)c3ccccc32)cc1F,-2.4%
Cc1ccc(C2CC(=O)Nc3c2c(C)nn3-c2nc(C)cc(C)n2)c(C)c1 (stereo unspecified),?
COCCNC(=O)[C@H]1C[C@H](Oc2ccccc2)CN1C(=O)NCc1ccc(OC)cc1,1.6%
CCCn1c(CN2CCN(c3ccc(OC)cc3)CC2)nc2c1c(=O)[nH]c(=O)n2C,20.8%
CN1CCN(c2ccc(-c3noc([C@@H]4CCCN4Cc4ccccc4)n3)cn2)CC1,7.94µM*
CCCCOc1ccc(C(=O)Nc2nc3c(s2)CC(C)CC3)cc1 (stereo unspecified),?
COCc1cc(CC2(NCc3ccc(C#N)cc3)COC2)no1,-10.1%[44.1 µM]
Cn1nccc1-c1cn(C)c(=O)n2cc(COc3ccc(Cl)cc3)nc12,?
CC(=O)N1CCc2[nH]cnc2C12CCN(C(=O)c1ccn3nnnc3c1)CC2,-3.3%
Cc1ccc(C(=O)NC2CCN(c3cn[nH]c(=O)c3)CC2)cc1F,-6.5%
O=C(Cn1cccc1-c1nc(-c2ccccc2)no1)NCCc1ccc(Cl)cc1,39.0%[activator]
COc1cccc(-c2ccc(NC(=O)C3CCCN3Cc3cnn(C)c3)cc2)c1 (stereo unspecified),-23.3%
COCc1ccc(CNCc2cccnc2N2CCCC(O)C2)o1 (stereo unspecified),-7.8%
CSc1cccc(NC(=O)N2CCC(OC3CCN(Cc4ccccc4)CC3)CC2)c1,?
COc1ccc(NC(=O)c2cc3c(=O)n(C)c4ccccc4c3s2)cc1Cl,4.3%
Cn1cc(CC(=O)N2CCCc3ncc(C(N)=O)cc32)c2ccccc21,0.1%[44.1 µM]
O=C(CCc1ccc2c(c1)OCO2)N1Cc2ccccc2C(O)C1 (stereo unspecified),0.3%
O=[S+]1([O-])CCCN1C1CCN([S+](=O)([O-])c2ccc(C(F)(F)F)cc2)CC1,10.5%
O=C(CSc1nc2ccccc2nc1Cc1ccccc1)NCc1ccccc1Cl,?
COc1ccc(OC)c2nc(-c3cccc(Cl)c3)c(CN3CCC(O)CC3)cc12,i
C[S+](=O)([O-])N1CCCCC1c1nnc2n1CCNC2 (stereo unspecified),-10.1%
COc1ccc2[nH]cc(CCNC(=O)C3Cn4cccc4C(=O)N3Cc3cccnc3)c2c1 (stereo unspecified),?
COc1cc(OC)c(NC(=O)Nc2ccccc2OCc2cc(=O)n3cc(C)ccc3n2)cc1Cl,?
Cc1ccc(-n2c(C3CCN(C(=O)c4cccc(F)c4)CC3)n[nH]c2=O)cc1,-13.2%
COc1ccc(-c2ncc3c(n2)OCCN(Cc2ccccc2)C3=O)cn1,-5.6%[44.1 µM]

# Structures above that contain an aryl thioether with sulfur outside any ring (three):
SMILES,Pf Dd2 inh
Cc1ccc(OC(=O)CSc2nnc(-c3ccc4c(c3)OCO4)o2)c(C)c1,46.9%[activator]
CSc1cccc(NC(=O)N2CCC(OC3CCN(Cc4ccccc4)CC3)CC2)c1,?
O=C(CSc1nc2ccccc2nc1Cc1ccccc1)NCc1ccccc1Cl,?

# Following part.
SMILES,Pf Dd2 inh
NC(=O)c1ccccc1NC(=O)c1ccc(-c2ccc(Br)cc2)o1,-23.2%
CC(=O)Nc1ccc(-c2ccc(=O)n3c2[C@@H]2C[C@@H](CN(C(=O)CN(C)C)C2)C3)cc1,-20.1%[44.1 µM]
CCN(CC)C(=O)CN1C(=O)NC2(CCC(C(C)(C)C)CC2)C1=O (stereo unspecified),?
COCCOCc1nc(C2CCN(C(=O)c3[nH]nc4c3CCc3cc(OC)ccc3-4)CC2)no1,?
Cc1ccc(S(=O)(=O)C2(C(=O)Nc3ccc(Cl)c(C(F)(F)F)c3)CC2)cc1,10.2%
Cc1noc(C)c1-c1cc2c(c(-c3cccnc3)c1)C(=O)N(C)C2,-13.5%[44.1 µM]
O=C(c1ccsc1)N1CCC(Oc2ccccc2)C1 (stereo unspecified),-12.1%
O=C(c1ccccc1)N1CCC2(C1)C(=O)Nc1ccccc12 (stereo unspecified),8.6%[44.1 µM]
Cc1ccc(-c2noc([C@@H]3Cc4nc[nH]c4CN3Cc3cccs3)n2)cc1,-21.2%[44.1 µM]
CN(C)C(=O)c1n[nH]c2c1CN(C(=O)c1cc(F)cc(F)c1)CC2,i
CN(C1CCc2ccccc2C1)[S+](=O)([O-])c1cccs1 (stereo unspecified),0.3%[44.1 µM]
C=CCOC(=O)N(C)Cc1cn([C@@H]2CN[C@H](C(=O)NC)C2)nn1,-5.6%
CCOC(=O)c1ccc(CN(Cc2ccc(F)cc2)S(=O)(=O)c2ccc(F)c(C(=O)Nc3ccc(Cl)cc3F)c2)cc1,-25.3%
Cc1nc2ccn(Cc3cccnc3)c(=O)c2cc1C(=O)N1CCN(c2ccccc2)CC1,2.4%
O=C1c2c(nc(COc3cc(F)cc(F)c3)n2Cc2ccccc2)NCCN1CC1CCOCC1,i
COc1ccc(C(=O)N[C@@H]2CCC[C@@H]2C(=O)NC(C)C)cc1,?
COc1cc(Cl)ccc1C(=O)N1CC(F)(F)C[C@H]1c1nnc(C)o1,i
CCOC(=O)CN(Cc1ccccc1)C(C(=O)NC1CCCCC1)c1ccc(C)cc1 (stereo unspecified),?
O=C1NCc2ccccc2CC12CCCN2Cc1ccc(F)cc1F (stereo unspecified),-0.4%
COc1ccc(CCC(=O)N2CCC(Cc3nc(C4CC4)n[nH]3)CC2)cc1,i

# By substructure, those above containing a Cl atom (9)
SMILES,Pf Dd2 inh
Cn1nccc1-c1cn(C)c(=O)n2cc(COc3ccc(Cl)cc3)nc12,?
O=C(Cn1cccc1-c1nc(-c2ccccc2)no1)NCCc1ccc(Cl)cc1,39.0%[activator]
COc1ccc(NC(=O)c2cc3c(=O)n(C)c4ccccc4c3s2)cc1Cl,4.3%
O=C(CSc1nc2ccccc2nc1Cc1ccccc1)NCc1ccccc1Cl,?
COc1ccc(OC)c2nc(-c3cccc(Cl)c3)c(CN3CCC(O)CC3)cc12,i
COc1cc(OC)c(NC(=O)Nc2ccccc2OCc2cc(=O)n3cc(C)ccc3n2)cc1Cl,?
Cc1ccc(S(=O)(=O)C2(C(=O)Nc3ccc(Cl)c(C(F)(F)F)c3)CC2)cc1,10.2%
CCOC(=O)c1ccc(CN(Cc2ccc(F)cc2)S(=O)(=O)c2ccc(F)c(C(=O)Nc3ccc(Cl)cc3F)c2)cc1,-25.3%
COc1cc(Cl)ccc1C(=O)N1CC(F)(F)C[C@H]1c1nnc(C)o1,i

# Other entries follow:
SMILES,Pf Dd2 inh
CN(C)c1cccc(C(=O)N2CCN(c3cc(-c4ccc(Cl)cc4)[nH]n3)CC2)c1,-9.1%
CC(C)(C)C(=O)N1CCc2nc(C3CC3)nc(-c3ccc(Cl)cc3)c2C1,?
Cc1ccc(-n2nc3c(=O)n(CCCC(=O)NCCc4ccccc4Cl)nc(C)c3c2C)cc1,?
CCc1ccc(OCC2c3cc(OC)c(OC)cc3CCN2C(=O)COc2ccccc2)cc1 (stereo unspecified),?
CCn1c2c(c(=O)n1-c1ccccc1)CCN(Cc1cncc(OC)c1)C2,i
COc1cccc(C(=O)N[C@@H]2CN(Cc3cccnc3)C[C@H]2CN(C)C)c1C,16.1%
Cc1ccc(OCC(=O)N(Cc2ccco2)Cc2ccc(C)o2)cc1,?
O=C(Cc1cccs1)NC1CCCc2c1[nH]c1c(Cl)cccc21 (stereo unspecified),?
CC(NC(=O)c1ccc2c(c1)CCN2S(C)(=O)=O)c1ccccc1 (stereo unspecified),26.1%
CC1=C[C@@H](CNCCN2CCOCC2)[C@H](C(C)C)C[C@H]1Cc1nnc(-c2ccc(C)cc2)o1,?
CC1=C[C@@H](CN2CCC(O)CC2)[C@H](C(C)C)C[C@H]1Cc1nnc(-c2ccncc2)o1,?
CC(C)CCN1CCC2(CC1)C(=NC1CCCC1)NC(=O)N2c1cc(F)cc(F)c1,-27.7%
Cc1ccsc1C(=O)N1CCN(C(=O)c2nnn3c2COC(c2ccccc2)C3)CC1 (stereo unspecified),-14.7%
COc1cc(CN2CCC([C@@H]3CNC[C@H]3CO)CC2)cc(OC)c1,19.4%
COc1cccc(CNC(=O)c2ccc(CNS(=O)(=O)c3ccc(C)cc3)cc2)c1,13.1%
Cc1cnc(C(=O)N[C@@H]2CCC[C@@H]2C(=O)NCCCN2CCOCC2)cn1,2.8%
O=C(c1cccc(Cl)c1)N1CCc2nc(C3CC3)nc(-c3ccc(Cl)cc3)c2C1,-12.8%
CCc1ccccc1NC(=O)CN1C=C(C(=O)OC)C(C)=NS1(=O)=O,-20.9%
O=C(Nc1cc(-c2ccc(Cl)cc2)no1)c1ccc(F)cc1,28.4%
CCN1CC(C(=O)N2CCC3(CC2)C(=O)N(C)c2ccccc23)CCC1=O (stereo unspecified),-15.5%
Cc1noc(-c2cn(C3CCCN(C(=O)c4cccc(Br)c4)C3)nn2)n1 (stereo unspecified),i
Cc1ncoc1C(=O)N1CCC[C@H](n2c(=O)n(C)c3cccnc32)C1,-32.9%
O=C1CC(c2noc(-c3ccc4c(c3)OCO4)n2)CN1c1ccc(F)cc1 (stereo unspecified),49.1%[activator]
Cc1cccc(-c2ocnc2C(=O)N2CCCCCCNC(=O)[C@@H]3CCC[C@@H]32)c1,-26.6%
CCOC(=O)C1CCN(C(=O)C2COC3(CCCCC3)N2C(=O)c2ccccc2)CC1 (stereo unspecified),?
O=C(C1CCCCC1)N1[C@H]2CC[C@@H]1c1cnc(-c3ccccc3)nc1C2,?
CC(C)CN1C(=O)c2cccn2CC1CNC(=O)c1n[nH]c(=O)c2ccccc12 (stereo unspecified),?
COC[C@@H]1CN(C(=O)c2ccc3ncccc3c2)C[C@H]1c1nc(C)no1,i
Cn1c(CN2CCOC[C@H]2c2ncc(-c3ccc(Cl)cc3)[nH]2)nc2ccccc21,10µM*
COc1cc(C(=O)Nc2ccccc2OCc2cc(=O)n3cc(C)sc3n2)cc(OC)c1OC,?
CC(=O)N1CC2(CCN(CC(=O)N3CCOCC3)CC2)CC1C(=O)O (stereo unspecified),-14.4%
O=C(CN1C(=O)COc2ccc(S(=O)(=O)N3CCCCC3)cc21)NCc1ccccc1Cl,10.1%
CCC1CCCCN1CCCNC(=O)CN1C(=O)CSc2ccc(S(=O)(=O)N3CCC(C)CC3)cc21 (stereo unspecified),i
CCCCNc1nc(Oc2ccc(OCC)nn2)nc(N2CCOCC2)n1,23.8%
COc1ccc(Cl)cc1NC(=O)Cn1cccc1-c1nc(-c2ccccc2)no1,?
Cc1cc2c(cc1S(=O)(=O)NCc1ccc(F)cc1)OCCN2C,20.9%
O=C(Cn1c(=O)n(-c2ccc(F)c(Cl)c2)c(=O)c2sc3ccccc3c21)NC1CCCC1,i
O=C(NCc1ccccc1)c1noc(-c2ccc3c(c2)OCO3)n1,i
Cc1ccc(-n2cc3c(c2-c2ccccc2Br)c(=O)n(C)c(=O)n3C)cc1N,12.6µM*
CCOC(=O)N1CCN(C2CCCN(Cc3cc(C)ccc3-n3cccn3)C2)CC1 (stereo unspecified),10µM*
COc1ccc(C(=O)NCC(c2cccnc2)N2CCN(c3ccccc3OC)CC2)cc1 (stereo unspecified),?
CCOc1ccc(C2NC(=O)N(CC(=O)N3CCCC3)C3=C2C(=O)OC3)cc1 (stereo unspecified),-5.0%
O=C(c1ccc(Cl)cc1)N1CCC(n2cc(-c3ccc(OC(F)(F)F)cc3)[nH]c2=O)CC1,?
CCNC(=O)CCc1c(C)nn(-c2ccccc2C)c1Oc1ccccc1F,i
O=C(NCc1ccc(C(F)(F)F)cc1)C1CCCN(c2cn[nH]c(=O)c2)C1 (stereo unspecified),i
CCC1Oc2ccc(NC(=O)C3CC3)cc2CN(Cc2cc(F)cc(F)c2)C1=O (stereo unspecified),i
Cn1nnnc1SCCCNCc1ccc(Cl)cc1,-18.1%
COc1ccc(C(=O)N2CCC(N3Cc4cnc(C)n4C3=O)CC2)cc1,10.2%
COc1ccc(-n2nc(C3CCN(Cc4ccc(N(C)C)cc4)CC3)[nH]c2=O)cc1,-2.6%

# Source: PubChem
